Screening results deposited in PubChem by several laboratories.
PP5 inh: blocks human protein phosphatase 5 activity; purified PP5c, OMFP substrate fluorescence; inhibition, % at 6.7 µM; actives 0.18% (n = 320,000);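 active means inhibition above the campaign's mean inhibition across all tested compounds plus 3 SD, cut at about 9.5% in these data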;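 further: 0% = DMSO only and 100% = 100 µM cantharidin control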
procasp3 activ: activates human procaspase-3; recombinant procaspase-3 D3A, Ac-DEVD-pNA absorbance 405 nm; P42574; activation, % at 8.5 µM; actives 0.11% (n = 330,000);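 active means activation above the mean of all tested compounds plus 3 SD, cut at about 21% in these data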;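 further: 0% = DMSO alone and 100% = DMSO wells spiked with extra 5 µM PC-3 D3A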
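Technique: 405 nm absorbance of p-nitroaniline, reads at 0 and 120 min; Test system: Procaspase-3 D3A mutant; Incubation: 1 h enzyme-compound preincubation, then 2 h substrate reaction, 25 °C; Repeats: singlicate, each compound tested once; Benchmarks: low control DMSO wells, high control DMSO plus 5 µM PC-3 D3A.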
proCasp7 act: counter-screen: procaspase-7 (human) activation | recombinant procaspase-7, Ac-DEVD-pNA absorbance 405 nm; D23A/D198A/D206A triple mutant, cannot self-cleave; scale: DMSO 0, 5 µM enzyme 100 | activation, % at 8.5 µM | actives 0.093% (n = 330,000) | AID 463210;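 active means percent activation above the screen-wide mean plus 3 SD, cut at about 25% in these data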
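Material: Procaspase-7 triple mutant (PC-7 D3A) | Quantity: 2 µM procaspase-7 mutant as dispensed | Reagent: DEVD-pNA substrate | Times: 1 h preincubation, 2 h reaction | Technique: 405 nm absorbance of p-nitroaniline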
PP1 inh: blocks human PP1-alpha phosphatase, a PP5 counter-screen; purified PP1alpha, OMFP fluorescence; actives 0.9% (n = 320,000); P62136; inhibition, % at 6.7 µM;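 active means inhibition above the mean inhibition of all tested compounds plus 3 SD, computed separately for each screening campaign, cut at about 15% in these data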
VLA-4 inh: inhibition in a human VLA-4 binding assay; P13612; VLA-4 expressing cells, ligand binding flow cytometry; inhibition, % (about 7 µM as worked out from the volumes in the protocol); actives 0.2% (n = 330,000); in the data active means inhibition above about 50%
GASC-1 inh: blocks human GASC-1 demethylase activity; Q9H3R0; GST-JMJD2C(1-420) H3K9me3 demethylation, DELFIA europium; inhibition, % at 2.35 µM; actives 0.069% (n = 330,000);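 active means more than half of a compound's replicate wells show inhibition beyond 50%, single wells judged on their own value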;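 further: signal counts dimethyl H3K9 product captured on neutravidin plate; 0% = median of DMSO wells and 100% = 0.3 times that DMSO median; strong numbers were not always called active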
Target sequence (Q9H3R0 1-420 limits assumed): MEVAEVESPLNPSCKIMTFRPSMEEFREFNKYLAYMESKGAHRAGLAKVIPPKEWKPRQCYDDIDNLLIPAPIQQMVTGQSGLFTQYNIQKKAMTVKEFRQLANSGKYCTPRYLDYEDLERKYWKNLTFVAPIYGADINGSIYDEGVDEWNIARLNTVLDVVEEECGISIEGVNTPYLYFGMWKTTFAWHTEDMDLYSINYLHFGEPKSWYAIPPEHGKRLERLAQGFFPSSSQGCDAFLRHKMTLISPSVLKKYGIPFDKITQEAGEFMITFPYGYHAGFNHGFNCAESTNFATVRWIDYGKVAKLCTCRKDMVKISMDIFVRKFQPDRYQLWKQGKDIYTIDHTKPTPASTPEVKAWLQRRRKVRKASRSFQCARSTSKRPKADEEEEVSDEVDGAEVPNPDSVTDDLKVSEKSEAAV
GRK2 inh: human GRK2 inhibition via aptamer displacement; P25098; bead flow cytometry, FAM-aptamer displacement from GRK2; inhibition of aptamer binding, % at 10 µM; actives 0.59% (n = 330,000); AID 488847;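 active means inhibition of aptamer binding above 40%, roughly 3 SD of noise, on plates passing a quality check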;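 further: median bead fluorescence of bound FAM aptamer so fluorescent compounds give negative values; no value below 0 was filed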
Target sequence (P25098 whole entry, looked up): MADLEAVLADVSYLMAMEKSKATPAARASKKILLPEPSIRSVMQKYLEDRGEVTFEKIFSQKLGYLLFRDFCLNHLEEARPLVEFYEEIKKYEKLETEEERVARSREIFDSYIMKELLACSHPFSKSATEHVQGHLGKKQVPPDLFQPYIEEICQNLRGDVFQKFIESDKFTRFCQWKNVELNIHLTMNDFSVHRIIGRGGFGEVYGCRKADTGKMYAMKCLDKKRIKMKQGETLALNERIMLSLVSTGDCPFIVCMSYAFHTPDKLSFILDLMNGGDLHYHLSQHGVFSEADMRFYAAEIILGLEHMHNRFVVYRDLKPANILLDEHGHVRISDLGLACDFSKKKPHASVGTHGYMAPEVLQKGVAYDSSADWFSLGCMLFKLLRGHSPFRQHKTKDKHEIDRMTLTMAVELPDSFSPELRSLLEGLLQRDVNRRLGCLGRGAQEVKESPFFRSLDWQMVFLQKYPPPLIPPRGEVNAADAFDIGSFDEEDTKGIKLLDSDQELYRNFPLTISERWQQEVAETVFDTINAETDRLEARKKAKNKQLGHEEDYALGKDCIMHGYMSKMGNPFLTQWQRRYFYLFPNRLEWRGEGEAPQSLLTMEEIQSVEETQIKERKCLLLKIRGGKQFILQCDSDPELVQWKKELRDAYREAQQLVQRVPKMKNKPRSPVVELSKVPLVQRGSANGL
CTSL1 counter: blocks F. hepatica cathepsin L1 in PFM18AAP counter-screen | recombinant F. hepatica cathepsin L1, Z-Leu-Arg-MCA fluorescence | inhibition, % at 5.96 µM | actives 0.49% (n = 300,000) | AID 1906;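 active means inhibition above the mean of all tested compounds plus 3 SD, set per screening campaign, cut at about 17% in these data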;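 further: 0% = plate median of test compound wells and 100% = 1 µM Z-Phe-Ala-diazomethylketone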
HCV core dimer: HCV core protein dimerization inhibition; TR-FRET GST/Flag-core106 dimerization, 1536-well; inhibition, % at 5 µM; actives 0.33% (n = 300,000);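 active means inhibition above the mean of all tested compounds plus 3 SD, set per screening campaign, cut at about 45% in these data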
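test system = GST/Flag-tagged HCV core106 proteins | probe or stimulus = Eu donor and XL665 acceptor anti-tag antibodies | times = compound-protein-antibody incubation 4 h at 22.5 °C | signal = TR-FRET, excitation 340 nm, emission 617 and 671 nm | measure = percent inhibition of core106 dimerization signal | controls = wells lacking GST-core106 and wells with excess unlabelled core106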
* marks the source's active call; other numbers are inactive results; x = no result given; & = joins results of further samples. Outcome played no part in choosing rows (roughly 2.6% active in at least one column).

SMILES | PP5 inh | procasp3 activ | proCasp7 act | PP1 inh | VLA-4 inh | GASC-1 inh | GRK2 inh | CTSL1 counter | HCV core dimer
Cc1ccccc1N1CCN(S(=O)(=O)Cc2ccccc2)CC1 | 3.8 | 10 | 7 | 1 | -1 | -1 | 4 | -1 | 15
O=C(CCN1C(=O)/C(=C\c2ccccc2)SC1=S)Nc1ccc(C(=O)O)cc1 | 2.2 | -9 | -8 | 20* | -10 | 18 | 4 | 10 | 6
CCN1CCN(C(=O)CSc2cc(=O)n(CC)c3ccccc23)CC1 | -1.3 | 8 | 0 | 2 | 1 | 3 | 0 | 2 | -5
Cc1cc(C)cc(C(=O)NCC(=O)N2CCC3(CC2)NCCc2[nH]cnc23)c1 | 1.1 | 0 | 1 | -3 | 1 | -5 | 1 | 0 | 2
COc1ccc(S(=O)(=O)N2CCOC2CNC(=O)C(=O)NCCN2CCOCC2)cc1C (stereo not given) | 0.0 | 4 | 9 | -3 | 3 | -2 | 1 | -1 | 2
Cc1cc(C(=O)C(C)Sc2cccc[n+]2[O-])c(C)n1-c1ccc(Cl)cc1 (stereo not given) | 2.2 | -1 | -10 | -7 | 18 | -1 | 0 | -7 | 6
O=C(O)C1C2C=CC(O2)C1C(=O)NCCc1cccc(Cl)c1 (stereo not given) | 0.9 | -5 | -7 | 3 | 4 | -7 | 0 | 1 | 1
CCOc1ccc(NC(=O)CC2C(=O)N(CC)C(=S)N2CCNC(C)=O)cc1 (stereo not given) | 2.4 | 8 | -1 | 1 | 7 | -17 | 70* | -1 | -12
CCCCCOc1ccc(NC(=O)CCCC(=O)O)cc1 | 2.3 | 0 | 5 | -3 | 3 | -4 | 2 | 6 | 4
O=C(NCc1ccccc1)c1ccc(Cl)c(S(=O)(=O)N2CCCC2)c1 | x | 10 | 8 | x | 8 | -1 | 0 | x | x
CCCc1cc(=O)[nH]c(Nc2ccc(N3CCCCC3)cc2)n1 | 4.3 | 7 | -1 | 2 | 3 | 9 | 0 | 3 | -10
COc1ccc(CNC(=O)COc2ccc(S(=O)(=O)N3CCCCC3)cc2Cl)cc1 | 3.2 | -1 | 3 | 0 | 3 | 9 | 0 | 0 | 11
Cc1cc(C)c2c(c1)/C(=N/NC(=O)c1cc(C)oc1C)CCC2 | 3.3 | -2 | -5 | -2 | 23 | 8 | 1 | 1 | 7
CC(=O)/C(C(=N)N1CCN(Cc2ccccc2)CC1)=C(\C)O | -1.4 | 2 | 1 | 0 | 10 | -49 | 2 | 1 | -2
O=C(O)c1ccc(N=Nc2c(O)[nH]c3ccccc23)cc1 | 2.6 | -9 | 7 | -2 | -13 | -10 | 1 | 2 | -16
CCN(C(=O)COC(=O)/C(C#N)=C/c1ccc(OC)cc1)C1CCS(=O)(=O)C1 (stereo not given) | -1.6 | 4 | 2 | -2 | -7 | 3 | 1 | 2 | -4
CC1CCN(c2ccc(S(=O)(=O)Nc3cc(C(=O)O)cc(C(=O)O)c3)cc2[N+](=O)[O-])CC1 | 0.9 | -2 | -6 | 4 | -25 | 2 | 2 | 4 | -1
COc1cc(/C=N/NC(=O)Cc2nnc(NC(=O)c3ccccc3)s2)ccc1O | 0.1 | -1 | 1 | 8 | -5 | 5 | 0 | 0 | -8
CCOC(=O)N1CCN(c2c(NCCN3CCN(Cc4ccccc4)CC3)c(=O)c2=O)CC1 | -0.4 | 3 | -4 | -3 | -6 | 1 | 1 | 0 | -8
COc1ccc(/C=N/NC(=O)CCCOc2ccc(Cl)cc2Cl)cc1[N+](=O)[O-] | 3.3 | -3 | 13 | -1 | 9 | 5 | 0 | 0 | 1
Cc1c(Cl)cccc1NC(=O)N1CCCC1 | 3.4 | 10 | -5 | 2 | -13 | 5 | 0 | 0 | -1
COc1cc(/C=C2\N=C(C)OC2=O)cc(OC)c1OC | -0.8 | 7 | 8 | -4 | 2 | 3 | 0 | -3 | 6
O=C(NCc1ccc(S(=O)(=O)NC2CCCCC2)s1)c1ccccc1 | 3.1 | 1 | -3 | -1 | 24 | -17 | 0 | -3 | -1
C=CCn1c(CSc2nc3ccccc3s2)nnc1SCC(=O)OCC | -1.0 | 4 | 6 | -3 | -13 | 33 | 1 | 5 | 0
CC(C)Cn1c(SCC(=O)Nc2ncccn2)nc2ccccc21 | -5.3 | 0 | -9 | -1 | -1 | 3 | 3 | 7 | -1
More records follow:
SMILES | PP5 inh | procasp3 activ | proCasp7 act | PP1 inh | VLA-4 inh | GASC-1 inh | GRK2 inh | CTSL1 counter | HCV core dimer
O=C(CN1C(=O)S/C(=C\c2ccccc2)C1=O)NNC(=O)c1ccccc1O | -0.4 | 0 | -2 | 12 | 10 | -4 | 0 | 3 | 1
Cc1ccccc1N1CCN(S(=O)(=O)C[C@]23CCC(CC2NC(=O)[C@@H](N)CCS(C)(=O)=O)C3(C)C)CC1 (stereo not given in full) | 1.7 | -3 | -1 | 2 | 2 | x | 0 | -6 | -4
COC(=O)c1cc(S(=O)(=O)Nc2cccc(-c3cnco3)c2)oc1C | -0.3 | 1 | 5 | -2 | 6 | -1 | 2 | -1 | -5
O=S(=O)(N1CCOCC1)n1c(Cc2ccccc2)nc2ccccc21 | -0.1 | 0 | -1 | 4 | 6 | -44 | 0 | 0 | -5
Cc1cccc(NC(=S)NC(NC(=O)c2ccco2)C(Cl)(Cl)Cl)c1 (stereo not given) | 5.8 | 1 | -7 | 1 | 5 | -5 | 0 | 1 | 4
CC(=O)C(Cc1ccccc1)NC(=O)CN(C)Cc1ccccc1Cl (stereo not given) | 0.2 | 5 | -1 | -1 | 1 | -35 | 1 | 3 | -2
CCN(CC)CCCN(Cc1cc2ccc(C)c(C)c2[nH]c1=O)C(=O)NC1CCCCC1 | 2.2 | 6 | -13 | -3 | -16 | 4 | 0 | 0 | 5
O=C(/C=C/c1ccc(Cl)c(Cl)c1)n1cccn1 | 2.2 | -6 | -5 | -4 | 4 | -6 | 2 | -3 | -1
CCOc1cc(/C=C(/C#N)C(=O)Nc2ccc(OC)cc2)ccc1OCc1ccc(C(=O)O)cc1 | -0.6 | -4 | 8 | -1 | -9 | 3 | 10 | 9 | 26
CCc1ccccc1N(CC(=O)NC1CCCCC1)C(=O)CNC(=O)c1ccco1 | 1.3 | -3 | 12 | -5 | -6 | -2 | 0 | 2 | -3
CC(C)COc1ccc(C(=O)Nc2ccc(N3CCOCC3)cc2N2CCOCC2)cc1 | 1.6 | -2 | 11 | -5 | -9 | 3 | 4 | -1 | -8
COC(=O)CSc1nccc(C)n1 | 2.5 | 2 | 3 | -6 | 9 | -2 | 2 | -3 | 4
CC(=O)N(C1=C(N)C(=O)c2ccccc2C1=O)C(C)C | -1.2 | -2 | 9 | -6 | 6 | 0 | 3 | 1 | 0
CN(CC(=O)NC(=O)Nc1ccccc1F)Cc1ccccc1F | x | -3 | 12 | x | 14 | -6 | 1 | x | x
CC1CC(C)CN(C(=O)C(Cc2ccccc2)NC(=O)c2ccccc2)C1 (stereo not given) | 0.7 | 6 | 6 | -6 | -3 | -10 | 0 | 2 | -3
CCCC(=O)Nc1ccc2c(c1)C(=O)N(CCC(=O)O)C2=O | -1.5 | -5 | -6 | -2 | -10 | 1 | 0 | -1 | 2
COc1cc(C(=O)N2CCC(NC(=O)C(Cc3ccc(C(C)C)cc3)NC(C)=O)CC2)cc(OC)c1OC (stereo not given) | 1.5 | -7 | 3 | -3 | 15 | 9 | 0 | 1 | -3
O=C(c1nc2ccc(Cl)cn2c1CN1CCC[C@H]1CO)N1CCCCCCC1 | -1.0 | 1 | -3 | -2 | -19 | 2 | 0 | 1 | 14
CSCCC(NS(=O)(=O)c1ccc(Cl)cc1)C(=O)OCc1c(Cl)cccc1Cl (stereo not given) | 3.4 | 2 | 6 | 7 | -15 | 1 | 1 | 0 | 4
O=c1c2ccccc2cnn1-c1ccc(Cl)nn1 | 2.7 | -3 | 0 | -1 | 6 | -2 | 2 | 1 | -1
CCOc1ccc2[nH]c(=O)c(C(c3nnnn3Cc3ccco3)N3CCCC(C)C3)cc2c1 (stereo not given) | 4.5 | 7 | 3 | 3 | 24 | -11&13 | 0 | -1 | 46
Cc1ccc(NC(=O)CSc2nnc(N)s2)cc1S(=O)(=O)N1CCOCC1 | -0.1 | 4 | 2 | -6 | 17 | -5 | 2 | 1 | 3
CC12CCC(C(=O)Nc3nc4ccccc4s3)(OC1=O)C2(C)C (stereo not given) | 5.6 | 9 | 6 | -7 | 0 | -7 | 0 | -3 | 0
Cc1csc(SCC(=O)NCc2cccc(Cl)c2)n1 | 2.4 | 4 | 3 | 3 | 8 | -2 | 2 | 0 | -4
O=C(O)CSCC(=O)N1CCN(S(=O)(=O)c2ccccc2)CC1 | -1.4 | 0 | -1 | -1 | 9 | 7 | 0 | 0 | -2
Remaining list, next part
SMILES | PP5 inh | procasp3 activ | proCasp7 act | PP1 inh | VLA-4 inh | GASC-1 inh | GRK2 inh | CTSL1 counter | HCV core dimer
COc1cc(C(=O)NCCOc2ccccc2)cc(OC)c1OC | -0.1 | 5 | 5 | 4 | 1 | -10 | 2 | 0 | 3
CSc1nnc(-c2cnccn2)n1CCCN1CCCC1=O | 4.6 | -1 | 8 | -1 | -8 | 12 | 0 | -3 | -4
COC(=O)c1cccc(C(=O)N2CCC(CO)(CCc3ccccc3)CC2)c1 | 2.4 | 5 | -9 | 0 | 0 | 0 | 1 | -3 | 4
CC(C(=O)N1CCN(c2ccccc2)CC1)N1C(=O)C2CC=CCC2C1=O (stereo not given) | -2.0 | 2 | 9 | -1 | -2 | -4 | 0 | 2 | -7
CCCc1ccc(Oc2c(-c3ccc(O)c(C)c3O)n[nH]c2C)cc1 | 5.4 | 6 | 7 | -3 | -10 | 15 | 3 | 6 | 3
CC(C)=CCc1c(-c2ccc(O)cc2O)oc2cc3c(c(O)c2c1=O)C=CC(C)(C)O3 | 8.8 | -6 | -7 | -1 | 9 | -19 | 0 | -3 | -8
Cc1ccccc1NC(=O)C1CCCN(C(=O)Nc2ccc(F)cc2)C1 (stereo not given) | 3.1 | 1 | 6 | -1 | 2 | -5 | 2 | -1 | 2
CCCSc1cc(Cl)nc(N)n1 | 0.1 | 2 | -8 | -2 | -11 | 0 | 1 | 3 | -3

Molecules shown so far that contain a furan ring, fused or not (five):
SMILES | PP5 inh | procasp3 activ | proCasp7 act | PP1 inh | VLA-4 inh | GASC-1 inh | GRK2 inh | CTSL1 counter | HCV core dimer
Cc1cc(C)c2c(c1)/C(=N/NC(=O)c1cc(C)oc1C)CCC2 | 3.3 | -2 | -5 | -2 | 23 | 8 | 1 | 1 | 7
COC(=O)c1cc(S(=O)(=O)Nc2cccc(-c3cnco3)c2)oc1C | -0.3 | 1 | 5 | -2 | 6 | -1 | 2 | -1 | -5
Cc1cccc(NC(=S)NC(NC(=O)c2ccco2)C(Cl)(Cl)Cl)c1 (stereo not given) | 5.8 | 1 | -7 | 1 | 5 | -5 | 0 | 1 | 4
CCc1ccccc1N(CC(=O)NC1CCCCC1)C(=O)CNC(=O)c1ccco1 | 1.3 | -3 | 12 | -5 | -6 | -2 | 0 | 2 | -3
CCOc1ccc2[nH]c(=O)c(C(c3nnnn3Cc3ccco3)N3CCCC(C)C3)cc2c1 (stereo not given) | 4.5 | 7 | 3 | 3 | 24 | -11&13 | 0 | -1 | 46
